# Screening data from PubChem BioAssay.
# PI4K2A block = inhibitors of human PI4K2A | Q9BTU6 | purified PI4K2A, ADP-Glo luminescence, 1 h; active compounds read low | activity change, negative = inhibition, % at 76.9 µM | 420,000 compounds, 0.13% hits | AID 1346378; in the data active = activity change below about -50%; inconclusive = mostly about -30% to -49%;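 note: -100% = wells without enzyme as full effect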
# Target sequence (Q9BTU6 whole entry, looked up): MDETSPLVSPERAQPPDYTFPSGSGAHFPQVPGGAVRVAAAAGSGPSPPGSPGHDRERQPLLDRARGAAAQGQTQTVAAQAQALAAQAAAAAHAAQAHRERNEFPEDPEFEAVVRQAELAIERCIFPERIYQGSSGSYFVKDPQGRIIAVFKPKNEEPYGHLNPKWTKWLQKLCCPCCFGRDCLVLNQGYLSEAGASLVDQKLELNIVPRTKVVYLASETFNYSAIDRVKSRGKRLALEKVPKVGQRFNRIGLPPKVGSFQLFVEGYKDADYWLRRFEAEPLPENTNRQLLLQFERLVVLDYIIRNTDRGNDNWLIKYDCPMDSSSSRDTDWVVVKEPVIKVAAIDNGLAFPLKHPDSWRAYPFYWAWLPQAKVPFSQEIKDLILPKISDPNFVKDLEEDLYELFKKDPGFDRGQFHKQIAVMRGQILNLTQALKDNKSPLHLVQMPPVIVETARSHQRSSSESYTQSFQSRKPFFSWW
#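 PI4K2A activity was measured by ADP-Glo luminescence: enzyme (4 ug/mL stock) and phosphatidylinositol (1.2 mM stock) in Tris pH 7.5/MgCl2/EGTA/Triton X-100 buffer were reacted with ATP (300 microM stock) for one hour at ambient temperature.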
# IDH1 R132H inh = blocks human mutant IDH1 R132H enzyme | IDH1-R132H enzyme, NADPH consumption, diaphorase/resazurin fluorescence | 390,000 compounds, 0.093% hits | AID 602179 | Potency, µM (titrated, usually from 76.6 µM), without a hit: at the highest dose activity change, negative = inhibition, actives largely listed as inhibitors | O75874; note: potency is the fitted concentration of half-maximal effect; % is set by controls: 0 for no effect and ±100 for the full control effect; nearly all actives have a fitted effect of over 65% in size
#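 IDH1-R132H (0.5 ug/mL) preincubated 30 min with compound, then NADPH (0.016 mM) and alpha-KG (2 mM) added; 80 min at RT, pH 7.5. Remaining NADPH coupled via diaphorase/resazurin to fluorescence (540/590 nm); concentration-response curves normalized to no-enzyme control.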
# Glioma ERSR ind = ER stress response induction in glioma; U87-MG GRP78 promoter luciferase reporter, 16 h; 420,000 compounds, 0.02% hits; Potency, µM, for the others: at the top dose activation, hits mostly activators; note: potency is the fitted concentration of half-maximal effect; series mostly up to about 76 µM; % of control where 0% means no effect; nearly all actives have a fitted effect of over 35% in size
#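 Stably transfected U87-MG human glioma cells carrying a GRP78-based luminescent sensor were seeded at 1000 cells/well, pin-dosed with compounds and incubated 16 h. Luciferase reagent was then added, and end-point luminescence was read after 10 min at room temperature.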
# USP1 inh = USP1/UAF1 (human) deubiquitinase inhibition | O94782 | recombinant USP1/UAF1, Ub-Rhodamine cleavage fluorescence | Potency, µM (doses to about 57.1 µM), inactives show top-dose activity change, negative = inhibition, usual class: inhibitors | 390,000 compounds, 0.23% hits | AID 743255; note: potency is the fitted concentration of half-maximal effect; % is set by controls: 0 for no effect and ±100 for the full control effect; nearly all actives have a fitted effect of over 60% in size; inactives centre near -12
#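 High-throughput fluorogenic screen: 1nM USP1/UAF1 complex, Ub-Rho substrate 150nM final, 50mM HEPES pH 7.8 with 0.5mM EDTA, 0.1 mg/ml BSA, 1mM TCEP and 0.01% Tween-20.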
# TrxR1 substrate = substrates of rat thioredoxin reductase 1; O89049; purified TrxR1 substrate turnover, NADPH consumption readout; Potency, µM (series often up to 114 µM), for the others: at the top dose activity change, negative = substrate turnover; 390,000 compounds, 0.01% hits; AID 588456; note: potency is the fitted concentration of half-maximal effect; % is set by controls: 0 for no effect and ±100 for the full control effect; nearly all actives have a fitted effect of over 50% in size
#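 Rat TrxR1, dispensed at 90 nM, was prereduced with 400 uM NADPH (final) for 5 min at ~22 deg C, then incubated with compound 15 min before 400 uM selenite. A first-read NADPH fluorescence drop versus no-compound background flagged substrates.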
# RXFP1 ag = agonists of human relaxin receptor RXFP1; Q9HBX9; HEK293T-RXFP1 cAMP TR-FRET, 30 min; response scale: percent of porcine relaxin response, buffer zero; Potency, µM (series often up to 57.5 µM), without a hit: at the top dose activation, actives largely listed as activators; 370,000 compounds, 0.3% hits; AID 2676; note: potency is the fitted concentration of half-maximal effect; % is set by controls: 0 for no effect and ±100 for the full control effect; nearly all actives have a fitted effect of over 60% in size; many of its hits are not listed in these tables
#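 HEK293 cells stably expressing RXFP1, treated 30 min at 37C with compounds plus PDE4 inhibitor Ro 20174; cAMP measured by HTRF TR-FRET. Normalized to buffer and 29 nM porcine relaxin; EC50 by Hill fit.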
# Vif-A3F inh = blocks the Vif interaction with APOBEC3F. HeLa A3F-eYFP + Vif (tagged APOBEC3F with the HIV-1 protein that degrades it), YFP fluorescence increase. Potency, µM (top dose mostly 46.1 µM), inactives show top-dose activity, negative = active. 390,000 compounds, 0.2% hits; note: potency is the fitted concentration of half-maximal effect; % of control where 0% means no effect; nearly all actives have a fitted effect of over 65% in size
#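 HeLa cells stably expressing Vif plus C-terminally eYFP-tagged A3F were seeded, incubated overnight at 37 deg C, dosed with compound, incubated overnight again at 37 deg C. Yellow fluorescence (Ex 488/Em 500-530) reported blocked Vif-mediated A3F-eYFP degradation.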
# Vif-A3G inh = inhibitors of Vif-APOBEC3G interaction. Q9HC16. HeLa A3G-eYFP + Vif (tagged APOBEC3G with the HIV-1 protein that degrades it), YFP fluorescence, overnight. Potency, µM (highest dose often 46.1 µM), inactives show at the top dose activity, negative = active, hits mostly inhibitors. 410,000 compounds, 0.076% hits. AID 602310;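 note: potency is the fitted concentration of half-maximal effect; % is set by controls: 0 for no effect and ±100 for the full control effect; nearly all actives have a fitted effect of over 60% in size; hits raise eYFP signal because A3G escapes Vif-driven loss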
# Target sequence (Q9HC16 whole entry, looked up): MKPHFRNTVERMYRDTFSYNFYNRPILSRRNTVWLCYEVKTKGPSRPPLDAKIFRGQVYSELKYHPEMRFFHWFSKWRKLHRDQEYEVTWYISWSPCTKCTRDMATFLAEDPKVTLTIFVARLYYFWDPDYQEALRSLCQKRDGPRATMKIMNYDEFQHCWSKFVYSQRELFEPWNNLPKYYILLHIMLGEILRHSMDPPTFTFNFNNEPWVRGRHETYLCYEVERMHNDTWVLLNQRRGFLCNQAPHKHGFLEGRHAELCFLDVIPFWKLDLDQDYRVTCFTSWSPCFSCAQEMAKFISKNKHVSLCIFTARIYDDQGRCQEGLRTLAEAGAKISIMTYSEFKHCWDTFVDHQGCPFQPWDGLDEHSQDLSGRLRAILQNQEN
#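 Read-out is eYFP fluorescence (Ex 488/Em 500-530) from Vif-expressing HeLa A3G-eYFP cells; more signal means A3G escaped Vif-mediated degradation. Cells plated overnight, compound pinned in, incubated overnight at 37 deg C.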
# LDHA block = LDHA (human) enzyme inhibition; P00338; purified LDHA, NADH/diaphorase-resazurin fluorescence; active compounds read low; activity change, % (values are at about 110 or 230 µM); 480,000 compounds, 0.15% hits; AID 1347041; in the data active = activity change below about -30%; inconclusive = mostly about -25% to -30%;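 note: plate controls were DMSO wells for no effect and wells without enzyme for full effect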
#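 Human LDH5 at 2 nM final in Tris HCl pH 7.4 with 0.06 mM NADH and 0.2 mM pyruvate, reacted 5 minutes at room temperature. Remaining NADH coupled via diaphorase/resazurin; resorufin fluorescence read at 0 and 20 minutes, normalized to enzyme-free and DMSO wells.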
# * = called active by the depositor; ? = inconclusive; nt = not tested or not shown; & = joins results of further samples; [ ] = remark or other dose. Unless noted, calls come from the whole dose curve; as a rule, active = well fitted curve in the direction sought with a large enough effect; inconclusive = small, poorly fitted or top-dose-only effect, or another doubt; inactive = no such curve, though single readings can be large; an effect the other way counts as inactive or inconclusive. The list is partial; rates above refer to the full screens.
# Results follow in this order: PI4K2A block, IDH1 R132H inh, Glioma ERSR ind, USP1 inh, TrxR1 substrate, RXFP1 ag, Vif-A3F inh, Vif-A3G inh, LDHA block
- CC(=O)c1ccc(N2CCN(C(=O)C3CCN(S(=O)(=O)c4ccc5c(c4)CC(C)N5C(C)=O)CC3)CC2)cc1 (centres undefined)
  0, -14%, 9%, -11%, -9%, -0.7%, 0%, 1%, -20
- CC(=O)c1sc(-c2ccc(F)cc2)cc1NS(=O)(=O)c1ccccc1
  0, 9%, -6%, -22%, 9%, 16%, -1%, -3%, 1
- O=C(CN(c1ccc(F)cc1)S(=O)(=O)c1ccc2c(c1)OCCO2)NCC1CCCO1 (centres undefined)
  1, 0%, -3%, -12%, 13%, 1.6%, 9%, 0%, 8
- Cc1cccc(NC(=O)CN2CCN(C(=O)c3ccc(-c4nc5ccccc5s4)o3)CC2)c1C
  -1, 0%, 7%, 2%, -8%[57.1 µM], 0.0%, -15%, 0%, -8
- CCc1ccc(OCC(O)CN2CCN(c3ccccc3)CC2)cc1 (centres undefined)
  -7&0, -8%&3%, -4%&-4%, -7%&-13%, 2%&5%, -0.6%, -13%&-3%, 2%&0%, -3&-9
- Nc1nc(Nc2ccccc2F)nc(NC2CCCCC2)c1[N+](=O)[O-]
  6, -4%, -12%, -4%, -10%, -3.4%, -17%, -11%, -1
- CC(OC(=O)CCc1nc2ccccc2c(=O)[nH]1)C(=O)NC1CCCC1 (centres undefined)
  -1, 2%, -2%, 4%, -4%, 2.2%, -12%, -5%, -9
- O=C(Nc1ccc(Cl)c(S(=O)(=O)N2CCOCC2)c1)c1ccccc1-c1ccc(C(F)(F)F)cc1
  -5, 2%, -4%, -13%, 3%[57.1 µM], 0.2%, 4%, -9%, 6
- Cc1[nH]c(=O)[nH]c(=O)c1S(=O)(=O)N1CCN(c2ccccc2Cl)CC1
  1, 19%, -3%, -9%, -13%[57.1 µM], -1.4%, -6%, -1%, -6
- CC1(Cc2cccc(C(F)(F)F)c2)C(=O)Nc2c(Cl)cccc21 (centres undefined)
  -7, nt, -4%, nt, nt, nt, nt, -1%, 1
- O=C(NC(=S)NCCN1CCOCC1)c1ccccc1Br
  3, 9%, -3%, -9%, -7%, -0.3%, -3%, 0%, -6
- CC(=O)N1c2ccc(S(=O)(=O)N3CCC(C(=O)N4CCN(c5ccccc5F)CC4)CC3)cc2CC1C (centres undefined)
  -8, 0%, -2%, -3%, 0%, -0.1%, 3%, 0%, -3
- Cc1ccc(C(=O)Nc2ccc(N3CCOCC3)c3nonc23)cc1[N+](=O)[O-]
  -7, -7%, 4%, -14%, -1%, 1.5%, -6%, 0%, 8
- NCCSC1CC(=O)N(Cc2ccc(F)cc2)C1=O (centres undefined)
  -3, 11%, 0%, -14%, 5%, 0.1%, 4%, 4%, -7
- N#Cc1nnn2c1nc(N)c1c(F)cccc12
  0, 26%, -4%, 0%, 28%[57.1 µM], nt, -21%, -4%, 0
- C=C1C=C(C(F)F)n2ncc(C(=O)N3CCN(c4ccccc4)CC3)c2N1
  nt, nt, -2%, nt, 0%, nt, nt, ?, 2
- O=C(Cn1c2ccccc2c(=O)c2ccccc21)N/N=C/c1cc([N+](=O)[O-])ccc1N1CCCCCC1
  2, 3%, -3%, -8%, -3%, 3.2%, 4%, -2%, -1
- CC1CCCN(CCCNC(=O)c2nn(C)c3c2CS(=O)(=O)c2ccccc2-3)C1 (centres undefined)
  -3, 7%, -4%, -17%, 105%[activator], 3.9%, -4%, -1%, -2
- CC(C)CSc1n[nH]c(=S)s1
  5, 7%, 0%, -24%, 7%[57.1 µM], 1.9%, -25%, -1%, -2
- CN1CCN(/N=C/c2cccc(Cl)c2Cl)CC1
  5, -6%, 6%, -16%, 5%, 1.2%, 2%, -11%, -1
- Cc1ccc(C(=O)OCC(=O)Nc2ccc3c(c2)OCO3)c(O)c1
  7, -13%, 0%, -11%, 11%, 2.6%, -7%, 2%, -9
- COc1ccc(CNC(=O)C2CCN(c3nccs3)CC2)cc1
  -2, -2%, -3%, -5%, 1%, 0.8%, 5%, 3%, 0
- Cc1ccc(CNC(=O)c2cc3cc(Br)ccc3oc2=N)cc1
  2, 0%, -2%, -17%, 5%, 0.3%, 6%, 0%, -1
- COc1ccc(N(CC(=O)NCc2cccs2)S(=O)(=O)c2c(C)n[nH]c2C)cc1
  -1, 12%, -4%, -14%, 5%[0.457 µM], 1.7%, 4%, 0%, -1
- Cc1ccccc1C(=O)NNC(=S)NC(=O)c1cccnc1
  2, -6%, -2%, -11%, -1%, 1.2%, -3%, 0%, -6
- CCCS(=O)(=O)Nc1c(C(=O)O)[nH]c2ccc(OC)cc12
  -4, 7%, -4%, -11%, 303%[activator], 4.3%, 0%, 0%, 2
- O=C(c1ccco1)N1CCN(c2ccc(Cl)cc2)CC1
  9, -5%, 9%, -10%, 4%, 0.0%, -11%, 3%, -2
- O=C(CC1CCCCC1)NCc1nc(-c2ccccc2)no1
  -2, 3%, -2%, -19%, 9%, 2.9%, 7%, -4%, 2
- Cc1ccc(OCCn2ncc3ccccc3c2=O)c(C)c1
  2, -10%, 1%, -12%, -8%, 3.5%, 6%, 1%, 1
- CC(C)Oc1ccc(S(=O)(=O)N2CCOCC2)cc1NC(=O)CC1OC(=O)c2ccccc21 (centres undefined)
  -1, 3%, 1%, -21%, -1%, 13%, 4%, 1%, -11

# Single values from the entries so far:
# Glioma ERSR ind with `O=C(CC1CCCCC1)NCc1nc(-c2ccccc2)no1` stands at -2%
# TrxR1 substrate with `CC(C)Oc1ccc(S(=O)(=O)N2CCOCC2)cc1NC(=O)CC1OC(=O)c2ccccc21` (centres undefined) stands at -1%
# PI4K2A block with `Cc1ccc(C(=O)OCC(=O)Nc2ccc3c(c2)OCO3)c(O)c1` stands at 7

# (more compounds)
# Results follow in this order: PI4K2A block, IDH1 R132H inh, Glioma ERSR ind, USP1 inh, TrxR1 substrate, RXFP1 ag, Vif-A3F inh, Vif-A3G inh, LDHA block
- CCN(CC)C(=O)Oc1ccc2c(=O)c(-c3ccc(OC)cc3)c(C)oc2c1
  7, 14%, 1%, -5%, -4%, 0.7%, 2%, -1%, 1&0
- CCOc1ccc(-c2nnc(NC(=O)Cc3ccc(OC)cc3)o2)cc1
  -4, -3%, 2%, -4%, 8%[57.1 µM], -0.4%, 6%, -6%, -6
- COc1ccccc1/C=N/OCc1ccc(C#N)cc1
  3, -1%, 7%, -14%, -2%, -0.3%, 15%, -5%, -3
- Cc1ccccc1CSc1cn(CC(=O)N2CCCCCC2)c2ccccc12
  3, -5%, -2%, ?, -1%, 0.2%, 4%, 0%, 5
- COc1ccc(CNC(=O)C2CC(c3ccccc3C(F)(F)F)=NO2)cc1 (centres undefined)
  -3, -5%, -3%, -17%, 2%, -0.3%, -3%, -6%, 1
- CC(C)n1c2ccccc2c2nnc(SCC(=O)OCN3C(=O)c4ccccc4C3=O)nc21
  1, 2%, -1%, -14%, -12%, -0.7%, -10%, -2%, 0
- Cc1ccc(N(Cc2ccccc2)C(=O)c2cccc(S(=O)(=O)N3CCN(C)CC3)c2)cc1
  2, -2%, -1%, -9%, -2%, -0.1%, -2%, -2%, -6
- O=C(NCc1ccc2c(c1)CCN2C(=O)c1ccc(F)cc1)c1ccco1
  -7, 6%, 1%, ?, -6%[57.1 µM], -1.2%, ?, 3%, -1
- O=C(OCC(=O)N1CCOCC1)c1ccccc1O
  -2, -5%, -1%, -27%, 4%, 0.2%, -13%, 3%, 1
- Cc1ccc(S(=O)(=O)N2CCOCC2)cc1C(=O)Nc1nc(-c2cccnc2)cs1
  -1, -3%, -3%, -24%, 10%, 1.1%, -7%, 0%, -3
- O=C(c1ccc2c3c(cccc13)CC2)C1CCCN(Cc2ccc(OCCO)cc2)C1 (centres undefined)
  1, 7%, -4%, -19%, 28%, 0.5%, 4%, 5%, -1
- CC1Cc2cc(-c3csc(NC(=O)Cc4cccs4)n3)ccc2N1S(C)(=O)=O (centres undefined)
  -3, 3%, -6%, -10%, -6%, -0.6%, 1%, -4%, 0
- Cc1ccc(CNC(=O)C(=O)NCC(c2cccs2)S(=O)(=O)c2ccc(C)cc2)cc1 (centres undefined)
  2, -19%, -3%, 10%, -12%[57.1 µM], -1.2%, 1%, 3%, -3
- CCN(CC)S(=O)(=O)c1cccc(NC(=O)c2ccc(Br)cc2)c1
  -2, 3%, -3%, -18%, 6%[57.1 µM], 3.3%, 11%, 0%, -6
- O=C(c1cccs1)N(Cc1cccnc1)c1nc2c(Cl)cccc2s1
  -3, 2%, -2%, -2%, 5%[57.1 µM], 4.6%, 2%, -4%, 5
- O=C(NCC1CCCO1)c1cccc(S(=O)(=O)N2CCCCC2)c1 (centres undefined)
  5, 0%, -3%, -9%, 1%, 0.2%, -3%, 1%, -9
- O=C(Cn1ncc2c(=O)oc3ccccc3c21)NCC1COc2ccccc2O1 (centres undefined)
  -5, 1%, 0%, -2%, -6%[57.1 µM], -0.7%, -8%, 0%, -6
- Cn1ccnc1C(=O)C1CCCN(Cc2cn[nH]c2-c2ccc(-c3ccccc3)cc2)C1 (centres undefined)
  2, 1%, 4%, -15%, 8%[57.1 µM], 2.5%, -1%, 2%, -7
